# NTR1 ag: agonists of NTR1, primary screen, imaging, U2OS cells, beta-arrestin-GFP, high content (AID 493036). NTR1-U2OS beta-arrestin-GFP spot imaging, agonist mode. 0.17% of 330,000 active. activation, % at 20 µM. P30989;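 active means activation at or above 40% of the spot to cytoplasm intensity ratio, with at least 20 cells analyzed; inconclusive means wells under 20 cells, flagged as cytotoxic or low count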;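 further: 0% = DMSO without peptide and 100% = 100 nM NTR1 peptide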
# Target sequence (P30989 whole entry, looked up): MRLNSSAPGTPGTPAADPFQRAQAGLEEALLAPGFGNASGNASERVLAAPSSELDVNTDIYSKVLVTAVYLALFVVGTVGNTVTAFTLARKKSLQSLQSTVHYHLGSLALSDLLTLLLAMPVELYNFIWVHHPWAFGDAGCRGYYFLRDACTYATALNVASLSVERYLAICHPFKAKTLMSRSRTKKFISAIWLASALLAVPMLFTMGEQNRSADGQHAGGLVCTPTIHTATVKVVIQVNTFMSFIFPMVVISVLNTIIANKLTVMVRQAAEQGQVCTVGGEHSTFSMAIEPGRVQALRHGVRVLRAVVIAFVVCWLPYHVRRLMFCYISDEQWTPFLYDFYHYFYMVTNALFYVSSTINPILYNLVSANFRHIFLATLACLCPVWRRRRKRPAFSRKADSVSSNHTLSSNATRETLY
# HEK293 NOD2/NF-kB: NOD2 signaling inhibitors, cell-based, luminescence, uHTS, HEK293 (AID 1566); 0.63% of 290,000 active; HEK293 NOD2/NF-kB luciferase reporter, luminescence; higher % means a stronger effect; inhibition, % at 4 µM; hits with a dose series show EC50 in µM; further: many of its hits are not listed in these tables
# KOR beta-arrestin-1: KOR antagonists, beta-arrestin recruitment, cell-based, luminescence, uHTS (AID 1778); KOR beta-arrestin recruitment, luminescence, antagonist mode; higher % means a stronger effect; one-dose inhibition, % at 10 µM; IC50 in µM for titrated hits; 0.091% of 290,000 active; further: strong numbers were not always called active
# Yfh1-depleted yeast: mitochondrial function rescue without frataxin homolog – Friedreich's ataxia, plus single-dose screen, dose response (AID 1465) | S. cerevisiae Yfh1-off respiration, WST-1 reduction, 72 h; higher fold induction means a stronger effect | one-dose fold induction at 50 µM; EC50 in µM for titrated hits | 0.074% of 220,000 active;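 active means fold induction of absorbance versus untreated yeast above a set limit, then at least 30% activation at any dose in follow-up; inconclusive means repeats straddling the limit, or above it without dose testing; inactive means fold induction below the set limit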;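 further: activators that raise dye reduction in frataxin-depleted yeast; strong numbers were not always called active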
# TNAP activators: stimulation of alkaline phosphatase TNAP activity – biochemical, luminescent, no phosphate acceptor, uHTS, primary screen (AID 1001); purified TNAP, luminescent activation assay, no phosphate acceptor; higher activation fold means a stronger effect; one-dose activation fold at 20 µM; EC50 in µM for titrated hits; 0.03% of 200,000 active; in the data active means activation fold from about 3, or a potency from the dose series; inactive means the rest, 99 in 100 with activation fold below about 1.6; further: many of its hits are not listed in these tables
# KOR beta-arrestin-2: kappa opioid receptor activators – cell-based, luminescence, uHTS, primary screen (AID 1777); KOR beta-arrestin recruitment, luminescence; higher % means a stronger effect; activation, % at 10 µM, or EC50 in µM where a hit was titrated; 0.02% of 280,000 active; in the data active means activation above about 50%, passing the limit was not always enough; further: a part of the inactive calls stands beside numbers as strong as those of hits
# GPR55 activation: GPR55 agonists via beta-arrestin recruitment, primary screen, imaging, U2OS cells, beta-arrestin-GFP redistribution (AID 1961) | U2OS GPR55 beta-arrestin-GFP redistribution imaging; higher % means a stronger effect | one-dose activation, % at 10 µM; EC50 in µM for titrated hits | 0.048% of 290,000 active;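 active means activation above 40% with more than 50 cells counted in the well; inconclusive means wells holding fewer than 50 cells, flagged as toxic or sparse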;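 further: U2OS osteosarcoma cells stably expressing GPR55 and beta-arrestin-GFP; plate controls were DMSO negative control for no effect and LPI positive control for full effect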
# CSM14.1 death rescue: rescue of cells from ER stress-induced death, primary screen, 384-well, CSM14.1, thapsigargin, ATP luminescence (AID 1222); 190,000 tested, under 10 active; cellular ATP content (survival), % at 20 µM, or EC50 in µM where a hit was titrated; CSM14.1 thapsigargin-induced death rescue, ATP luminescence; higher % means a stronger effect;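 active means EC50 below 50 µM in the dose-response confirmation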;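 further: death triggered by thapsigargin at about 15 µM added after 2 h compound pretreatment; cell ATP read after overnight thapsigargin exposure of roughly 18 to 22 hours; normalized against plate controls of thapsigargin alone and 5% DMSO vehicle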
# NOD1 NF-kB reporter: inhibition of NOD1-driven NF-kB reporter – cell-based, luminescence, uHTS, primary screen (AID 1578); NOD1-driven NF-kB luciferase reporter cells, luminescence; higher % means a stronger effect; inhibition, % at 4 µM; hits with a dose series show EC50 in µM; 1% of 290,000 active; in the data active means inhibition mostly above about 36%, no sharp cut-off; inactive means mostly below about 34%;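 further: HEK-293T reporter cells stimulated with the NOD1 agonist gamma-tri-DAP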
# NTR1 ag cell count 20 µM: also measured in NTR1 ag; calls as there; cell count; measured here: cell count, cytotoxicity flag
# Starred values were filed as active, the others as inactive; i = inactive; ? = inconclusive; · = not tested or not shown; [ ] = remark or other dose. Unless noted, no stated cut-off is given here; in the data, active means inhibition above about 50%; inactive means the rest.
# Values in the order: NTR1 ag, NTR1 ag cell count 20 µM, HEK293 NOD2/NF-kB, KOR beta-arrestin-1, Yfh1-depleted yeast, TNAP activators, KOR beta-arrestin-2, GPR55 activation, CSM14.1 death rescue, NOD1 NF-kB reporter
> Cc1ccc(C)c(NC(=O)Cn2cnc3c(oc4ccccc43)c2=O)c1
 : -0.7, 56, -4.6%, -1.2%, i, 1, 1.9%, 1.7%, ·, -45.3%
> Cc1ccc(-n2ncc3c2CCCC3NC(=O)c2ccoc2)cc1C (stereo not drawn)
 : 0.4, 64, 22.3%, 6.1%, ·, ·, -2.2%, 1.2%, ·, 4.7%
> CCc1cccc(C)c1NC(=O)CSc1ncn[nH]1
 : -3.3, 91, 3.7%, 3.2%, i, 1, -5.0%, -0.1%, -2.3%, -27.8%
> CCOC(=O)/C(C#N)=C/c1c(N2CCN(c3cccc(Cl)c3)CC2)nc2c(C)cccn2c1=O
 : 2.6, 82, 0.7%, 11.9%, ·, ·, -4.8%, 6.3%, ·, -1.6%
> COc1ccccc1N1CCN(C/C(C)=C/c2ccccc2)CC1
 : -0.6, 83, -5.7%, 22.0%, i, 1.1, -2.7%, 0.3%, 0.1%, -5.3%
> O=C(COC(=O)CNC(=O)c1ccccc1F)NCC(F)(F)F
 : 1.1, 40, -10.2%, -23.1%, i, 1.2, -2.6%, 1.0%, 1.3%, -27.4%
> Cc1ccccc1NC(=S)NC(NC(=O)c1ccccc1C)C(Cl)(Cl)Cl (stereo not drawn)
 : 1.6, 63, -11.8%, 20.5%, i, 1.1, -2.6%, -0.1%, 3.7%, -0.4%
> O=C(NC1CCCC1)C(c1ccccc1)N(C(=O)c1ccno1)c1ccccc1 (stereo not drawn)
 : 1.1, 68, 9.7%, 1.6%, i, 1.1, -2.1%, 0.0%, 0.6%, -14.0%
> CCc1ccc(C(=O)COC(=O)CNC(=O)CNC(=O)Cc2ccccc2)cc1
 : -3.3, 113, 4.4%, -24.2%, i, 1.1, 1.3%, 0.3%, -1.6%, -43.6%
> O=C(O)c1cccc(NS(=O)(=O)c2cccc3nsnc23)c1
 : 1.3, 48, 9.4%, 10.4%, i, 1.1, -0.4%, 0.2%, -1.4%, -9.2%

# Only NOD1 NF-kB reporter and TNAP activators, for two of the compounds above:
canonical_smiles | NOD1 NF-kB reporter | TNAP activators
CCOC(=O)/C(C#N)=C/c1c(N2CCN(c3cccc(Cl)c3)CC2)nc2c(C)cccn2c1=O | -1.6% | ·
COc1ccccc1N1CCN(C/C(C)=C/c2ccccc2)CC1 | -5.3% | 1.1

# Full records as entered above:
# Results for CCc1ccc(C(=O)COC(=O)CNC(=O)CNC(=O)Cc2ccccc2)cc1 : NTR1 ag = -3.3; NTR1 ag cell count 20 µM = 113; HEK293 NOD2/NF-kB = 4.4%; KOR beta-arrestin-1 = -24.2%; Yfh1-depleted yeast = i; TNAP activators = 1.1; KOR beta-arrestin-2 = 1.3%; GPR55 activation = 0.3%; CSM14.1 death rescue = -1.6%; NOD1 NF-kB reporter = -43.6%
# Results for O=C(COC(=O)CNC(=O)c1ccccc1F)NCC(F)(F)F : NTR1 ag = 1.1; NTR1 ag cell count 20 µM = 40; HEK293 NOD2/NF-kB = -10.2%; KOR beta-arrestin-1 = -23.1%; Yfh1-depleted yeast = i; TNAP activators = 1.2; KOR beta-arrestin-2 = -2.6%; GPR55 activation = 1.0%; CSM14.1 death rescue = 1.3%; NOD1 NF-kB reporter = -27.4%

# Further records
# Values in the order: NTR1 ag, NTR1 ag cell count 20 µM, HEK293 NOD2/NF-kB, KOR beta-arrestin-1, Yfh1-depleted yeast, TNAP activators, KOR beta-arrestin-2, GPR55 activation, CSM14.1 death rescue, NOD1 NF-kB reporter
> CCN(CC)CC(=O)NCC1(c2ccccc2)CCOCC1
 : -1.7, 67, 1.4%, -4.9%, i, 1.2, -5.7%, -0.1%, -0.5%, 6.7%
> COC(C(=O)Nc1cc([N+](=O)[O-])ccc1C)c1ccccc1 (stereo not drawn)
 : 2.3, 36, 9.2%, 4.5%, i, 1.1, -0.5%, 0.0%, -0.8%, -41.4%
> C/C(=N\NC(N)=O)c1cccc(Cl)c1
 : -1.5, 50, -0.3%, 7.5%, i, 1.1, 1.8%, 0.1%, -2.6%, 29.0%
> CCCC1C2C(=O)N(c3ccccc3OCC)C(=O)C2ON1c1ccccc1 (stereo not drawn)
 : -2.4, 78, 3.1%, -37.4%, i, 1.1, 0.1%, 0.2%, -2.8%, -9.6%
> NNC(=O)c1ccc(Cn2cc(Cl)cn2)o1
 : 1.2, 49, 12.0%, 12.1%, i, ·, 3.8%, -0.1%, ·, -9.3%
> Cc1ccc(C)c(NC(=S)NCc2ccc3c(c2)OCO3)c1
 : -2.8, 86, -32.3%, -31.1%, ?, 1.1, -0.7%, 0.7%, -1.6%, -32.0%
> Cn1cccc1/C=N/NC(=O)c1ccn[nH]1
 : -2.1, 53, -16.6%, -8.5%, i, 1.3, -5.4%, -0.3%, -1.5%, -32.5%
> O=C(NC1CC1)C1CCN(C2CCN(Cc3ccccc3C(F)(F)F)CC2)CC1
 : 0.6, 73, -10.4%, 16.4%, ·, ·, -4.5%, -0.1%, ·, -19.9%
> CCOc1ccc(OCc2ccc(C(=O)Nc3ccc(Cl)cn3)o2)cc1
 : 1.9, 61, -18.1%, 24.2%, i, 1.1, -5.6%, -0.3%, -1.8%, -20.5%
> O=C(CSc1nnc(-c2ccccc2O)n1-c1ccccc1)Nc1cccc(C(=O)O)c1
 : 1.2, 22, 9.4%, 6.4%, i, 1.1, 0.0%, 0.7%, -0.6%, -37.9%
> Cc1ccc(NC(=O)c2cnccn2)cc1S(=O)(=O)N(C)C
 : 2.3, 52, 6.2%, -6.6%, i, 1.1, 0.3%, 0.2%, -1.3%, -5.2%
> Cc1ccnc(NC(=O)CCC(=O)N(CC(=O)NCc2ccccc2)Cc2cccs2)c1
 : 2.0, 35, -12.3%, -18.0%, i, 1.1, -2.3%, -0.4%, -1.6%, -26.0%
> CCn1c(/N=C/c2ccc(OC)cc2O)nc2ccccc21
 : -0.1, 64, -0.7%, -31.8%[20 µM], ·, ·, -5.2%, -0.1%, ·, -10.6%
> COc1ccc(N(CC(=O)NCc2ccccc2OC)S(=O)(=O)c2ccccc2)cc1
 : 1.4, 44, -7.3%, -23.7%, ·, ·, 1.3%, 0.3%, ·, -4.6%
> COc1ccc(C(=O)Sc2ccc(C)cc2)cc1OC
 : -0.7, 96, 14.2%, 7.0%, i, 1, -3.8%, 0.6%, -2.1%, -1.7%
> Cc1ccccc1Nc1nnc(SCC(=O)NCc2cccs2)s1
 : 1.1, 49, 12.0%, -22.2%, i, 1.1, -3.6%, -0.2%, 1.1%, 16.8%
> CC(C)n1cnc2cc(NC(=O)c3ccco3)ccc21
 : -2.3, 36, -26.8%, -28.3%, ·, ·, 4.9%, -0.2%, ·, -34.8%
> CN(C)S(=O)(=O)c1cccc(C(=O)OCC(=O)N2CCCC2=O)c1
 : -0.3, 67, 0.4%, 28.9%, ·, ·, 0.0%, 0.0%, ·, -4.7%
> S=c1[nH]nc(COc2ccccc2)n1/N=C/c1ccccn1
 : 0.9, 41, -3.9%, ·, i, 1, -2.0%, -0.4%, 0.0%, -31.8%
> COc1ccc(NC(=O)c2sc3ncn(CC(=O)N4CCN(c5ccccn5)CC4)c(=O)c3c2C)c(OC)c1
 : 0.5, 68, 9.0%, -35.4%, ·, ·, 2.0%, 0.0%, ·, -25.6%
> COC(=O)c1sc2nc(SCc3cccc(F)c3)n(N)c(=O)c2c1C
 : 1.4, 34, 11.3%, 25.2%, i, 1, 1.7%, 0.1%, -0.8%, -3.6%
> CCOC(=O)c1cnc2ccc(OC)cc2c1NCCc1ccc(OC)c(OC)c1
 : 10.7, 37, -1.2%, -8.1%, i, 1.2, 5.8%, -0.4%, -1.3%, -16.9%
> COc1ccc(CCN2CC(C(=O)NCCc3ccc(C(F)(F)F)cc3)CCC2=O)cc1 (stereo not drawn)
 : 1.7, 70, 5.7%, -6.1%, ·, ·, 1.4%, -0.2%, ·, -23.5%
> COc1cccc(NC(=S)N/N=C2\CC(C)(C)Oc3ccc(O)cc32)c1
 : 0.3, 65, 8.5%, 28.5%, i, 1.3, -5.3%, -0.2%, -0.9%, -20.9%
> COc1ccc(Cl)cc1C(=O)NNC(=O)c1ccncc1
 : 0.6, 67, 13.9%, -35.9%[20 µM], ·, ·, -3.3%, 1.1%, ·, 6.1%
> CCN(CC)S(=O)(=O)c1ccc(N2CCOCC2)c(NS(=O)(=O)c2ccc(C)cc2)c1
 : 1.1, 45, -6.7%, -24.0%, i, 1, 3.3%, 0.2%, 0.2%, -17.5%
> COc1ccc([N+](=O)[O-])cc1NC(=O)C1(c2ccc(OC)c(OC)c2)CCOCC1
 : -0.5, 38, -11.9%, -8.6%[20 µM], i, 1.1, ·, -0.1%, 1.2%, -11.4%
> CCCCCCCC(O)CC(CC1CCCCC1)C(=O)NN (stereo not drawn)
 : 4.0, 56, 13.6%, -5.1%, i, 1.1, 1.3%, -0.1%, -2.3%, -15.0%
> N#Cc1ccccc1NC(=O)c1ccc2c(c1)OCCO2
 : 0.2, 51, -19.8%, -1.7%, ·, ·, -2.8%, 0.5%, ·, -64.3%
> COc1ccc(C(=O)N(c2ccc(C)cc2)C2C=CS(=O)(=O)C2)cc1OC (stereo not drawn)
 : -0.1, 61, -6.4%, 0.8%, i, 1.1, -6.2%, 0.2%, 0.2%, -31.5%
> O=C(CSc1nnc(-c2ccncc2)o1)N1CCCCCC1
 : ·, ·, 10.5%, 3.8%[20 µM], i, 1, ·, -0.1%, -1.0%, -24.9%
> COc1ccc(C(C)=O)cc1COC(=O)Cc1n[nH]c(=O)c2ccccc12
 : -0.3, 72, 2.3%, 7.3%, i, 1.1, 5.3%, -0.3%, 0.9%, -19.4%
> COc1ccc(-c2nc(CS(=O)(=O)CC(=O)NCCc3ccc(C)cc3)c(C)o2)cc1
 : -1.5, 47, -0.6%, -9.0%, ·, ·, 2.4%, 0.0%, ·, -21.0%
> O=C(CCCN1C(=O)C(c2ccccc2)Oc2cccnc21)Nc1cccc(F)c1 (stereo not drawn)
 : -0.1, 66, 14.6%, 7.0%, ·, ·, -2.1%, 0.3%, ·, -11.2%
> COc1ccc(C)cc1NC(=O)c1cnc2scc(C)n2c1=O
 : ·, ·, -8.2%, -17.4%, i, 1.1, -6.1%, -0.1%, -1.6%, -17.2%
> CSc1oc(-c2ccco2)nc1S(=O)(=O)c1ccc(C)cc1
 : 18.2, 42, 3.4%, -11.2%, ·, ·, 1.8%, 0.3%, ·, -24.3%
> COc1ccc(CC(=O)c2ccccc2C(=O)O)cc1
 : 0.2, 53, 16.9%, 6.2%, i, 1.2, 2.0%, -0.2%, -0.4%, -7.5%
> CCCC(=O)OCC(=O)NCc1ccc(Cl)cc1
 : -0.2, 62, 2.4%, -14.5%, i, 1.1, 2.5%, 0.1%, -0.9%, -21.7%

# Assay outcomes: PubChem BioAssay, several laboratories

# An excerpt (hit frequency here may not be typical).
